CaV13 FRET inh: Primary screen for inhibitors of IQ motif and Ca2+-dependent inactivation inhibitor domain binding in CACNA1D, Förster resonance energy transfer in living cells, …; HEK cells, CFP/YFP FRET ICDI-IQ, plate reader, 10 min; percent FRET-ratio fall versus neutral wells; 340,000 compounds, 0.098% hits; inhibition, % at 12.3 µM;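 active = mean replicate inhibition of at least 30% and at least 1% of replicates passing that level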;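 also: 0% = median of the neutral control wells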
PDI turbidity: inhibitors of human PDI, primary screen, biochemical, turbidity, single point, plate reader | inhibition, % at 10 µM | Protein disulfide-isomerase (Homo sapiens), P07237 | PDI insulin aggregation turbidity, A650, 90 min | 350,000 compounds, 0.052% hits;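 active = mean inhibition across replicates of 30% or more, whatever share of single replicates reach that level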;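 also: absorbance from insulin aggregation driven by PDI reduction with DTT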
m5-HT2A agonist: mouse Htr2a agonists via beta-arrestin recruitment, primary screen, cell-based, luminescence. CHO-K1 mHTR2A beta-arrestin complementation; percent of 30 µM serotonin response. activation, % at 7.6 µM. AID 624169, 2012. 360,000 compounds, 0.66% hits. 5-hydroxytryptamine receptor 2A (Mus musculus), P35363;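 active = activation above a run cutoff, the mean activation of all tested compounds plus 3 SD, cut at about 14% in these data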;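 also: 0% = plate median of compound wells and 100% = 30 µM serotonin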
ABCB6 inh MLPCN: ABCB6 transporter inhibitors, primary screen, K562-ABCB6 cells, flow cytometry, MLPCN library; K562-ABCB6 porphyrin accumulation, 1 h; stronger effect = lower value; 360,000 compounds, 0.19% hits; ATP-binding cassette sub-family B member 6 (Homo sapiens), Q9NP58; fluorescence ratio to DMSO, % at 10 µM; AID 602162, 2011;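 active = fluorescence ratio to DMSO below 75%, the collection mean minus 3 SD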;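 also: signal is porphyrin accumulated inside mitochondria; 100% equals median channel fluorescence of DMSO control wells; lower ratio means ABCB6 inhibition with less porphyrin fluorescence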
Target sequence (Q9NP58 whole entry, looked up): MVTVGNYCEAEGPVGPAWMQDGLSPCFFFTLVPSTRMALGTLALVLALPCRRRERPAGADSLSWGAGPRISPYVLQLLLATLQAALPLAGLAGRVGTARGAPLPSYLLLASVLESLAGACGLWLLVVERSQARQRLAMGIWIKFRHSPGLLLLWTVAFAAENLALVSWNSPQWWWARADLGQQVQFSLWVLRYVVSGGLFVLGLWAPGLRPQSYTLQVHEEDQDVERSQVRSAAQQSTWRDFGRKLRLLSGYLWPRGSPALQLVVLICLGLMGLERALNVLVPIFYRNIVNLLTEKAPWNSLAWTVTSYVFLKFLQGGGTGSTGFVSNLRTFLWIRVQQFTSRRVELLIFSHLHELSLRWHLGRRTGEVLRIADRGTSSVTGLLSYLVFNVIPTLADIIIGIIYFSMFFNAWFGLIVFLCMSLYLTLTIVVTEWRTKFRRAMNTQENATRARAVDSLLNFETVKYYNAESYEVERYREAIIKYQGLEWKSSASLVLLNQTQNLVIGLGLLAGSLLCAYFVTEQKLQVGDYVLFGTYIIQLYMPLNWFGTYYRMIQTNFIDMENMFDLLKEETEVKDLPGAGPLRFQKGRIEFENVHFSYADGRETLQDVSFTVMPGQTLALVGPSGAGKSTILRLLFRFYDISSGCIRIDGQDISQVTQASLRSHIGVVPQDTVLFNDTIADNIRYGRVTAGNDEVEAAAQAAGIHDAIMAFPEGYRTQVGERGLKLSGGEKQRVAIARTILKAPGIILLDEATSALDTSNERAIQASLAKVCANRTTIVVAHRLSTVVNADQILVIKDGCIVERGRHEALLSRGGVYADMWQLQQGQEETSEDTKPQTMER
Exocytosis inh: LAMP-1 surface exposure blockers, TALL-104 cells – cell-based, flow cytometry, MLPCN library, primary screen; inhibition, % at 10 µM; TALL-104 LAMP-1 surface exposure; cells stimulated with thapsigargin and PMA; 360,000 compounds, 0.66% hits;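 active = inhibition above about 55%, limit read from the data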
MC4R ag barr: MC4R agonists recruiting beta-arrestin, primary screen, cell-based, luminescence, agonist arm of biased-ligand search; U2OS MC4R beta-arrestin complementation; percent of melanotan II response, DMSO zero; activation, % at 8.9 µM; 360,000 compounds, 0.98% hits;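 active = activation above a per-plate cutoff, the mean activation of sample wells on that plate plus 3 SD, cut at about 8% in these data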
MC4R antagonist: MC4R antagonists of cAMP signaling, primary screen, cell-based, TR-FRET, antagonist arm of biased-ligand search | Melanocortin receptor 4 (Homo sapiens), P32245 | MC4R-expressing cells, MTII-stimulated cAMP, LANCE TR-FRET | inhibition, % at 6.5 µM | 360,000 compounds, 0.48% hits | AID 540295, 2011;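 active = inhibition above its plate's cutoff, the mean of tested wells on that plate plus 3 SD, cut at about 29% in these data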;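 also: 0% = Melanotan II alone and 100% = Melanotan II plus saturating MCL0020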
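material = U2OS cells stably expressing human melanocortin 4 receptor (MC4R) | also added = Melanotan II challenge | dosing = single nominal compound dose of 6.5 µM | detection = TR-FRET with Eu-cAMP and labeled anti-cAMP, 671 nm | replication = singlicate | timing = compound 30 min, challenge 1 h, detection 1 h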
Cardio protect: cardioprotection against H2O2-induced cell death, primary screen, uHTS, H9c2 cells, ATPLite luminescence | H9c2 cardiomyocytes, H2O2 injury protection, 2 h | protection from H2O2 cell death, % at 20 µM | 360,000 compounds, 0.63% hits;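 active = compounds giving at least 50% protection of heart cells from peroxide-induced death in the single-dose screen, raw or plate-pattern-corrected value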;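 also: 0% = DMSO wells with peroxide and 100% = DMSO wells without peroxide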
ABHD5 PLIN5 PPI: ABHD5-PLIN5 interaction inhibitors, primary screen, cell lysate, split luciferase complementation, luminescence; AID 602281, 2012; Split G. princeps luciferase complementation, 4 h; Perilipin-5 (Homo sapiens) + 1-acylglycerol-3-phosphate O-acyltransferase ABHD5 (Homo …; 360,000 compounds, 0.78% hits; inhibition, % at 4 µM;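 active = inhibition above the mean inhibition across every tested compound plus 3 SD, cut at about 22% in these data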;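 also: 0% = DMSO only wells and the 100% control is not disclosed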
Glyco luc inh: increase of ERlucT glycosylation luciferase signal, primary screen, N-linked glycosylation inhibitor project, D54 ERlucT cells, luminescence, set 2; D54 ERlucT glycosylation luciferase reporter, 24 h; percent of 100 nM tunicamycin response; reporter increase, % at 12.5 µM; 360,000 compounds, 0.23% hits; AID 588692, 2011;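 active = mean luciferase reporter signal, scaled so untreated is 0 and the glycosylation-blocking control 100, at or above a set limit in every replicate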;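 also: luciferase carries N-glycosylation sites so blocking glycosylation raises the light; 0% = median of neutral control wells and 100% = median of 100 nM tunicamycin wells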
Starred values were filed as active, the others as inactive; . = not tested or not shown.

SMILES | CaV13 FRET inh | PDI turbidity | m5-HT2A agonist | ABCB6 inh MLPCN | Exocytosis inh | MC4R ag barr | MC4R antagonist | Cardio protect | ABHD5 PLIN5 PPI | Glyco luc inh
O=C1CC(N2CCOCC2)C(=O)N1c1cccc(Cl)c1 (centres undefined) | -3 | -1 | 3 | 99 | 4 | -0.3 | 17 | 5 | 2 | 2
O=C1CCCCCN1C(=O)c1ccc(C(=O)N2CCCCCC2=O)cc1 | -3 | 13 | 5 | 94 | 4 | -1.7 | 16 | -1 | -3 | 0
CCOC(=O)c1ccc(Nc2nc(C)cc(C)n2)cc1 | -5 | 7 | 0 | 97 | -9 | -1.7 | -5 | -3 | 4 | 2
O=C(NCC1CCCO1)c1cc(S(=O)(=O)N2CCOCC2)ccc1Cl (centres undefined) | -6 | 7 | -9 | 105 | 12 | -2.7 | 10 | 1 | 7 | 2
COc1cc(S(=O)(=O)NCc2ccc3c(c2)OCO3)ccc1Cl | -5 | 14 | -1 | 96 | 0 | 3.9 | 5 | 1 | 1 | 0
Cc1cc(=O)oc2ccc(OCC(=O)O)cc12 | -5 | 3 | 6 | 102 | -5 | 0.4 | 5 | 1 | 2 | 3
Cc1ccc(-n2nc3c(c2NC(=O)c2ccc(F)c(F)c2)CS(=O)(=O)C3)cc1 | -6 | -9 | -5 | 97 | -6 | 0.3 | 13 | -7 | 3 | 1
CC1(C(=O)NS(=O)(=O)C2CC2)CCN(C(=O)c2cccc(Cl)c2)C1 (centres undefined) | -5 | -3 | 0 | 96 | 8 | -2.2 | 5 | -2 | 0 | 1
COC(=O)c1ccc(NC(=S)NC2CCCCC2)cc1 | -8 | -18 | 4 | 92 | 7 | -1.0 | 0 | -7 | 0 | 1
CCOC(=O)c1cc(-c2ccccc2)sc1NC(=O)C(C)N1C(=O)c2ccccc2C1=O (centres undefined) | -19 | -4 | -1 | 94 | 0 | -3.5 | 23 | -4 | -3 | -3
CCOC(=O)c1nn(-c2ccc(Cl)cc2)c2nnc(Cc3ccc(C)cc3)c(=O)n12 | -1 | -1 | 1 | 96 | -3 | 0.5 | 13 | 4 | 4 | 4
O=C(CSc1ccc(Br)cc1)NCC1CCCO1 (centres undefined) | -16 | 7 | -3 | 91 | -2 | -1.7 | 5 | -6 | 2 | 1
CC(=O)c1cc(C#N)c(NCCCN(C)C)nc1C | -2 | -3 | 4 | 95 | -3 | -1.2 | 0 | 5 | 3 | 2
CCOc1ccc(CCN2C(=O)C(=O)N([C@@H](CC(C)C)CN3CCC[C@@H]3CN3C(=O)C(=O)NC[C@@H]3CC(C)C)C[C@@H]2Cc2ccccc2)cc1 | -6 | . | 1 | 101 | 5 | . | . | 1 | 4 | -1
CCCCOC(=O)CCc1nc2ccccc2[nH]c1=O | -4 | -4 | 1 | 104 | 0 | -0.8 | 8 | 6 | -3 | 3
O=C(NCC(c1ccco1)N1CCOCC1)c1ccccc1 (centres undefined) | -5 | -1 | -1 | 104 | -9 | 1.6 | 9 | -5 | 10 | 1
O=C(N/N=C1\CC(c2ccccc2)Oc2ccccc21)c1ccccn1 (centres undefined) | -6 | -11 | -3 | 98 | 0 | -0.6 | -5 | 11 | -7 | 2
CN(c1ccc(OCC(=O)Nc2nc(-c3ccccc3)cs2)cc1)S(=O)(=O)c1ccc(F)cc1 | -3 | -2 | 5 | 90 | 2 | -0.6 | 6 | -8 | -2 | -7
COC(=O)C1CC2=C(CC(C)(C)CC2=O)N(c2ccccc2)C1=O (centres undefined) | -2 | 2 | 2 | 107 | -4 | -1.1 | 8 | 5 | 8 | 4
CC(=O)n1nc(-c2cccnc2)nc1NCc1cccs1 | 9 | -1 | 0 | 101 | 0 | -1.2 | 9 | 0 | -5 | -1
COc1cccc(-c2[nH]nc3c2C(c2ccoc2)C(C#N)=C(N)O3)c1 (centres undefined) | -4 | 0 | -2 | 99 | 7 | 2.3 | 11 | 2 | -18 | 2
CN(C)CCNC(=O)c1ccccc1 | -4 | -2 | 4 | 91 | 0 | 1.3 | 1 | 7 | -3 | -1
CCOc1cccc(C(=O)NC(=S)Nc2cccnc2)c1 | -6 | 10 | -6 | 98 | 3 | -2.8 | 17 | -6 | -6 | 0
Cn1c(=O)n(Cc2ccccc2)c2ccccc21 | -8 | 2 | -6 | 102 | -1 | 0.1 | 3 | 4 | 0 | 1
CCCCN(C)Cc1c(C(=O)N2CCc3ccccc3C2)nc2ccc(Cl)cn12 | -5 | 1 | -2 | 102 | 0 | -1.6 | -2 | 3 | 2 | 1

For convenience, part of the list above:
SMILES | CaV13 FRET inh | PDI turbidity | m5-HT2A agonist | ABCB6 inh MLPCN | Exocytosis inh | MC4R ag barr | MC4R antagonist | Cardio protect | ABHD5 PLIN5 PPI | Glyco luc inh
O=C1CC(N2CCOCC2)C(=O)N1c1cccc(Cl)c1 (centres undefined) | -3 | -1 | 3 | 99 | 4 | -0.3 | 17 | 5 | 2 | 2
O=C1CCCCCN1C(=O)c1ccc(C(=O)N2CCCCCC2=O)cc1 | -3 | 13 | 5 | 94 | 4 | -1.7 | 16 | -1 | -3 | 0

The listing continues.
SMILES | CaV13 FRET inh | PDI turbidity | m5-HT2A agonist | ABCB6 inh MLPCN | Exocytosis inh | MC4R ag barr | MC4R antagonist | Cardio protect | ABHD5 PLIN5 PPI | Glyco luc inh
CC(C)C[C@H](NC(=O)N1CCn2c1nc1ccccc12)C(=O)N[C@@H](C(=O)O)c1ccccc1 | . | . | 1 | 100 | -1 | 0.4 | -9 | 2 | -3 | 0
Cc1ccc(S(=O)(=O)N2CCCC2)cc1[N+](=O)[O-] | -5 | -4 | 4 | 100 | 1 | -2.2 | -2 | 0 | -12 | 1
COc1ccc(C)cc1NC(=O)CCc1ccc(S(=O)(=O)N2CCOCC2)cc1 | -5 | 0 | -2 | 101 | 0 | -3.7 | 17 | 5 | 7 | 0
CCCCN(CC)CCNS(=O)(=O)c1ccc2c(c1)oc(=O)n2C | -8 | -3 | 1 | 98 | 5 | -1.6 | 1 | -5 | 3 | 1
NS(=O)(=O)c1cc(C(=O)N2CCc3ccccc32)c(Cl)cc1Cl | -4 | -1 | 2 | 92 | 0 | -0.7 | 3 | -5 | 2 | -4
N/C(=N\C(=S)Nc1ccc2c(c1)OCO2)c1ccccc1 | -6 | . | -5 | 97 | 5 | . | . | -4 | -5 | 1
COc1ccc(N=C2S/C(=C\c3ccc(OCC(=O)O)cc3)C(=O)N2CCc2c[nH]c3ccccc23)cc1 | -6 | -1 | 0 | 92 | 2 | -1.4 | 13 | -5 | -2 | -3
O=C(O)CC(CC(=O)Nc1ccc2ccccc2n1)c1ccccc1 (centres undefined) | -5 | -3 | 0 | 98 | -2 | -0.7 | 16 | -2 | 6 | 0
CCN(CC)S(=O)(=O)N1CCC(C(=O)NC2CCCC2)CC1 | -5 | -6 | 0 | 95 | -1 | -0.1 | -3 | 0 | -3 | 1
Cn1cc(Br)c(C(=O)N/N=C/c2cc3ccccc3nc2Cl)n1 | . | 4 | -3 | 98 | -3 | 0.1 | -5 | 8 | 5 | 1
O=C(c1cccc(S(=O)(=O)N2CCCC2)c1)c1cccc(S(=O)(=O)N2CCCC2)c1 | -6 | -17 | 10 | 107 | -3 | -1.1 | 6 | -25 | 5 | -2
O=C(NCO)c1cccnc1 | . | . | 4 | 101 | -1 | -1.3 | 9 | 5 | 8 | -3
CCN(CC)S(=O)(=O)c1ccc(N2CCOCC2)c(NC(=O)C2CCCC2)c1 | -5 | -27 | 1 | 101 | -1 | -0.7 | 7 | 0 | -2 | 0
COc1ccccc1N1CCN(CCCCOc2ccc(C)cc2C)CC1 | -6 | 10 | -7 | 101 | 47 | 2.3 | 7 | 0 | 4 | -1
Cc1ccc(S(=O)(=O)N(C)C[C@@H]2Oc3ncc(C#CCC(C)C)cc3C(=O)N([C@H](C)CO)C[C@H]2C)cc1 | -7 | 0 | -2 | 98 | -7 | 2.6 | -6 | -2 | 4 | -3
CCN(CC)c1ccc(/C=N/Nc2nc(C)cc(=O)[nH]2)c(O)c1 | -3 | -3 | -1 | 97 | -8 | -1.4 | -12 | 33 | 4 | -15
COc1ccc(-c2nsc3c(SCc4ccccc4)ncnc23)cc1 | -6 | 7 | 1 | 84 | -1 | -1.1 | 6 | -11 | -4 | -2
CCn1c(=O)[nH]c(=O)c2c(N)c(C(=O)c3cc(F)ccc3F)sc21 | -3 | -3 | -2 | 96 | 1 | -4.0 | -23 | 10 | 0 | -6
CCOC(=O)C1CCN(c2cc(=O)n(-c3ccc(OC)cc3)c(=O)[nH]2)CC1 | -6 | -5 | -8 | 101 | -4 | -0.5 | 4 | -3 | 16 | 1
CCSCCOC(=O)C1=C(C)N(C)C(=O)NC1c1ccc2c(c1)OCO2 (centres undefined) | -9 | 3 | 0 | 88 | 2 | -0.2 | 1 | 0 | 4 | 0
O=C(c1ccccc1Cl)N1CCN(S(=O)(=O)N2CCCCC2)CC1 | -4 | 5 | 1 | 102 | -1 | 1.7 | 4 | 1 | -9 | -2
Cc1ccc(NC(=O)Cn2cccc2C2=NC(c3ccccc3)CO2)cc1C (centres undefined) | -4 | -1 | -7 | 100 | 10 | 0.5 | 0 | -4 | 7 | -1
CNC(=O)COc1ccc(C=O)cc1OC | -5 | 0 | 3 | 97 | 2 | -1.3 | -2 | 4 | -1 | 3
CCN1C[C@@H]2[C@@H]3C(=O)N(Cc4ccccc4)C(=O)[C@@H]3[C@](C)(C1=O)N2C(=O)c1ccc(C)cc1 | -10 | -4 | 0 | 98 | -4 | -2.5 | 5 | 0 | 4 | 2
CCC1CCCCN1CCCNC(=O)c1ccc(N2CCCC2=O)cc1 (centres undefined) | -15 | -7 | -2 | 98 | -1 | -3.2 | 1 | 3 | 0 | 1
O=C(CN1C(=O)c2ccccc2C1=O)NCc1ccc(C(=O)O)cc1 | -18 | 7 | 4 | 96 | 3 | -0.9 | 12 | 5 | -4 | 0
Cc1ccc(C)c(NC(=S)NC(C)C(c2cccs2)N2CCOCC2)c1 (centres undefined) | -3 | . | -3 | 85 | -5 | -0.7 | 8 | -7 | -2 | -4
CC(C(c1ccc2c(c1)OCO2)c1c(N)n(C)c(=O)n(C)c1=O)[N+](=O)[O-] (centres undefined) | -18 | 10 | -4 | 98 | 7 | -2.1 | 20 | 3 | 33* | 0
Cc1ccc(NC(=S)N(C)N)cc1Cl | -4 | -4 | -2 | 97 | 1 | -2.4 | -6 | -2 | 2 | 0

Screening data deposited in PubChem BioAssay by several laboratories.
